High-throughput results: PubChem BioAssay, several laboratories
MgcRacGAP inhibition = MgcRacGAP GTPase-activating activity inhibitors, confirmation, biochemical, ADP Hunter fluorescence; Rac GTPase-activating protein 1 (Homo sapiens); MgcRacGAP-stimulated Rac1 GTP hydrolysis, ADP Hunter fluorescence; higher % means a stronger effect; GST-tagged Rac1 F28L mutant substrate; inhibition, % at 30 µM; hits with a dose series show IC50 in µM; actives 0.6% (n = 340,000);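 active means first-screen hits whose inhibition reached a set limit at any dose in the follow-up dose series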;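 further: fluorescence reports GDP produced by GAP-driven GTP hydrolysis; strong numbers were not always called active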
NTR1 agonist = agonists of NTR1, primary screen, imaging, U2OS cells, beta-arrestin-GFP, high content (AID 493036) | NTR1-U2OS beta-arrestin-GFP spot imaging, agonist mode | activation, % at 20 µM | actives 0.17% (n = 330,000);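 active means activation at or above 40% of the spot to cytoplasm intensity ratio, with at least 20 cells analyzed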;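 further: 0% = DMSO without peptide and 100% = 100 nM NTR1 peptide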
Target sequence (P30989 whole entry, looked up): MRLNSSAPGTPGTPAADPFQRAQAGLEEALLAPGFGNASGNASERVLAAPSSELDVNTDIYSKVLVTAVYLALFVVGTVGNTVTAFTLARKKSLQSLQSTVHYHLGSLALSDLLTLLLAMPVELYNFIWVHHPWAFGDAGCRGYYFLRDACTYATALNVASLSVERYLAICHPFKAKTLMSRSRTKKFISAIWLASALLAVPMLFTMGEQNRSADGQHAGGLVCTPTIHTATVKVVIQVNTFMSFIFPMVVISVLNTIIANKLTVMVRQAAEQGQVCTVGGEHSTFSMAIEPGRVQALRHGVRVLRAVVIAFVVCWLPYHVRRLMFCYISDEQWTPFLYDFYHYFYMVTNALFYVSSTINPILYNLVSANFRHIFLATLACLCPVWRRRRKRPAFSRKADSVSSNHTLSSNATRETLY
Dengue-2 NS5 capping = Dengue-2 NS5 methyltransferase inhibitors, primary screen, biochemical, confirmation dose response (AID 588689) | Genome polyprotein (Dengue virus type 2 (strain 16681-PDK53)) | actives 0.3% (n = 340,000) | Dengue-2 NS5 methyltransferase capping enzyme assay, biochemical; higher % means a stronger effect | inhibition, % at 25 µM; hits with a dose series show IC50 in µM; in the data active means a potency from the dose series
NTR1 agonist cell count 20 µM = recorded beside NTR1 agonist, whose call it bears; cell count; measured here: cell count, cytotoxicity flag
Dengue-2 NS5 capping pilot replicate = further read-out of Dengue-2 NS5 capping, marked with its call; inhibition, %; measured here: pilot screen replicate inhibition
Active calls of the source: *. This is a subset; count on the stated rates, not on these rows.

SMILES	MgcRacGAP inhibition	NTR1 agonist	NTR1 agonist cell count 20 µM	Dengue-2 NS5 capping	others
Cc1cc(=O)c(C(=O)Nc2cccc(N3CCCC3=O)c2)nn1-c1ccccc1Cl	5%	-1.0	55	-2%
COc1ccc(NC(=O)N(C)C[C@H]2Oc3c(NS(=O)(=O)c4cn(C)cn4)cccc3C(=O)N([C@H](C)CO)C[C@@H]2C)cc1	6%	-1.1	47	-23%	Dengue-2 NS5 capping pilot replicate=-27
Cc1cnc(C(=O)OCC(=O)Nc2ccc(C)c(S(=O)(=O)N3CCOCC3)c2)cn1	-1%	0.2	48	-4%
Cc1csc(=O)n1CCC(=O)OCC(=O)NNC(=O)c1ccc(Br)cc1	2%	1.2	61	-5%
O=C(/C=C/c1ccc(S(=O)(=O)N2CCOCC2)cc1)Nc1ccc(F)c(F)c1F	6%	-2.2	58	-9%
COc1ccc(C(=O)OCC(=O)N2C(C)CCCC2C)cc1S(=O)(=O)N1CCOCC1 (stereo not drawn)	1%	0.1	52	-14%
O=C(Cc1c(O)c2ccccc2oc1=O)c1ccc(F)cc1	4%	-1.0	47	3%
O=C(CNC(=O)c1ccc(Cl)cc1Cl)NCc1ccccn1	0%	-1.5	64	-9%
Cc1ccc(SCC(=O)Nc2ccc(N3CCOCC3)cc2)cc1C	4%	0.9	51	-11%
C[C@@H]1[C@H]2CCCC[C@H]2CN(C(=O)OC(C)(C)C)[C@@H]1c1cn(Cc2ccccc2)c2ccc(F)cc12	4%	0.7	47	-3%	Dengue-2 NS5 capping pilot replicate=3.3
COc1ccc(CCNC(=O)COC(=O)c2ccc([N+](=O)[O-])o2)cc1	12%	1.7	64	1%
COc1ccc(CN(C)C(=O)COC(=O)c2cc([N+](=O)[O-])ccc2N2CCCC2)c(OC)c1OC	1%	3.4	46	-11%
CCOC(=O)/C=C/C(=O)Nc1cc(S(=O)(=O)Nc2ccc(OC)cc2)ccc1N1CCOCC1	4%	3.2	50	-1%
CCN(CC)C(=O)c1ncn(Cc2ccccc2)c1C(=O)N(CC)CC	9%	2.2	71	-4%
O=C(COC(=O)CCc1ccc(S(=O)(=O)N2CCOCC2)cc1)Nc1ccccc1OC(F)F	1%	-0.3	50	-9%
C[C@]12c3[nH]c4cc(-c5ccco5)ccc4c3CCN1C(=O)[C@@H](CC(=O)NCc1cccc(C(F)(F)F)c1)C[C@@H]2C(=O)N1CCOCC1	8%	3.2	63	-1%
COc1ccc([C@H]2CC(=O)C=C(c3cccc(OC(F)(F)F)c3)C2)cc1	11%	3.5	53	-13%
O=C(NN=Cc1cc(Br)c(O)c(Br)c1)c1ccccc1NS(=O)(=O)c1cccs1	15%	0.4	63	28µM*
CC1CN(C(=O)COC(=O)c2cccc(S(=O)(=O)N3CCc4ccccc43)c2)CC(C)O1 (stereo not drawn)	4%	0.0	71	-2%
O=C(CSc1ncnc2sccc12)NCc1ccc2c(c1)OCO2	4%	0.0	53	-1%
CCOC(=O)c1ccc(S(=O)(=O)NNC(=O)Cc2csc(C)n2)cc1	2%	-1.0	66	-5%
CCOC(=O)c1[nH]c(C)c(C(=O)OCC(=O)NCc2ccc(OC)c(OC)c2)c1C	1%	-0.3	63	-9%
CC(=O)Nc1ccc(S(=O)(=O)Nc2ccc(N3CCCCC3)cc2)cc1	28%	4.6	60	1%
Cc1cc(C(=O)OCC(=O)Nc2ccccc2Cl)c(C)o1	3%	-0.3	63	-7%
COc1cc(C(=O)OCC(=O)N(CC(C)C)C2CCS(=O)(=O)C2)cc(OC)c1C (stereo not drawn)	4%	-1.1	94	-8%
COC(=O)c1sc(S(=O)(=O)N2CC(C)OC(C)C2)c(C(=O)OC)c1C (stereo not drawn)	4%	-1.9	60	2%
CCCc1ccc(C(=O)CN2C(=O)C(=O)N(C3CCCC3)C2=O)cc1	4%	-3.5	68	-2%
CCn1nc(C(=O)Nc2cccc(S(=O)(=O)N3CCCC3)c2)c2ccccc2c1=O	3%	6.4	64	-8%
Cc1cccc(C(=O)NCC(=O)N2CC=C(c3ccccc3)CC2)c1	4%	0.3	62	-9%
O=C1CC[C@H](O)CCN1CCSc1ccc(Br)cc1	-1%	-0.8	52	0%
Cc1ccc(C)c(N2CCN(C(=O)CCc3nc(-c4cccc(C(F)(F)F)c4)no3)CC2)c1	8%	8.0	48	-3%
Cc1ccc(NC(=O)CN(C)C(=O)Cc2ccc3c(c2)CCC3)cc1	5%	-0.9	75	-4%
COc1ccc(NS(=O)(=O)c2ccc(C(=O)N3CCC(C)CC3)cc2)cc1	-3%	0.9	64	-2%
COC(=O)[C@]1(Cc2ccccc2)N[C@H](CN(C)C(=O)Nc2ccc(C)cc2)[C@@H]2C(=O)N(C)C(=O)[C@@H]21	4%	4.8	59	-2%	Dengue-2 NS5 capping pilot replicate=-0.3
C=CCN(c1ccccc1OC)S(=O)(=O)c1cccc(C(=O)Nc2nnc(C3CC3)s2)c1	8%	0.3	51	3%
Nc1ncnc2c1ncn2[C@@H]1O[C@H](CNC(=O)[C@@H]2C[C@H](F)CN2)[C@@H](O)[C@H]1O	3%	0.5	56	4%	Dengue-2 NS5 capping pilot replicate=1.2
COc1ccc(NC(=O)CN(C)C(=O)C(NC(=O)c2ccco2)C(C)C)cc1 (stereo not drawn)	5%	-0.8	42	-5%
CC(C)(C)OC(=O)NCCCCCNC(=O)c1nc[nH]c1C(=O)NCC(=O)OCc1ccccc1	6%	12	47	-4%
COc1ccc([N+](=O)[O-])cc1NS(=O)(=O)c1cc(C(=O)NCc2cccnc2)ccc1Cl	7%	0.3	51	-10%
COc1ccc(-c2sc3ccc(N4CCOCC4)cc3c2C#CCCO)cc1	10%	26	60	0%

A stretch from the list above:
SMILES	MgcRacGAP inhibition	NTR1 agonist	NTR1 agonist cell count 20 µM	Dengue-2 NS5 capping	others
CCOC(=O)c1ccc(S(=O)(=O)NNC(=O)Cc2csc(C)n2)cc1	2%	-1.0	66	-5%
CCOC(=O)c1[nH]c(C)c(C(=O)OCC(=O)NCc2ccc(OC)c(OC)c2)c1C	1%	-0.3	63	-9%
CC(=O)Nc1ccc(S(=O)(=O)Nc2ccc(N3CCCCC3)cc2)cc1	28%	4.6	60	1%
Cc1cc(C(=O)OCC(=O)Nc2ccccc2Cl)c(C)o1	3%	-0.3	63	-7%
COc1cc(C(=O)OCC(=O)N(CC(C)C)C2CCS(=O)(=O)C2)cc(OC)c1C (stereo not drawn)	4%	-1.1	94	-8%
COC(=O)c1sc(S(=O)(=O)N2CC(C)OC(C)C2)c(C(=O)OC)c1C (stereo not drawn)	4%	-1.9	60	2%
CCCc1ccc(C(=O)CN2C(=O)C(=O)N(C3CCCC3)C2=O)cc1	4%	-3.5	68	-2%
CCn1nc(C(=O)Nc2cccc(S(=O)(=O)N3CCCC3)c2)c2ccccc2c1=O	3%	6.4	64	-8%
Cc1cccc(C(=O)NCC(=O)N2CC=C(c3ccccc3)CC2)c1	4%	0.3	62	-9%
O=C1CC[C@H](O)CCN1CCSc1ccc(Br)cc1	-1%	-0.8	52	0%
Cc1ccc(C)c(N2CCN(C(=O)CCc3nc(-c4cccc(C(F)(F)F)c4)no3)CC2)c1	8%	8.0	48	-3%
Cc1ccc(NC(=O)CN(C)C(=O)Cc2ccc3c(c2)CCC3)cc1	5%	-0.9	75	-4%
COc1ccc(NS(=O)(=O)c2ccc(C(=O)N3CCC(C)CC3)cc2)cc1	-3%	0.9	64	-2%
COC(=O)[C@]1(Cc2ccccc2)N[C@H](CN(C)C(=O)Nc2ccc(C)cc2)[C@@H]2C(=O)N(C)C(=O)[C@@H]21	4%	4.8	59	-2%	Dengue-2 NS5 capping pilot replicate=-0.3
C=CCN(c1ccccc1OC)S(=O)(=O)c1cccc(C(=O)Nc2nnc(C3CC3)s2)c1	8%	0.3	51	3%

Following part
SMILES	MgcRacGAP inhibition	NTR1 agonist	NTR1 agonist cell count 20 µM	Dengue-2 NS5 capping	others
CCN(CC(=O)Nc1c(F)cccc1F)C(=O)c1nc2nc(C)cc(C)n2n1	13%	-0.6	47	-10%
COc1cc(F)cc(-c2ccc3c(c2)c(-c2cccs2)c(-c2cc(OC)cc(OC)c2)n3C)c1	7%	3.2	60	-10%
CCOc1ccc(NC(=O)CN(C)C(=O)c2ccccc2OCc2cccc(C)c2)cc1OCC	-1%	0.0	57	-4%
C[C@@H]1CN([C@H](C)CO)C(=O)c2cccc(NS(=O)(=O)c3ccccc3)c2O[C@H]1CN(C)C	8%	0.6	70	-1%	Dengue-2 NS5 capping pilot replicate=-3.9
CC(=O)c1ccc(S(=O)(=O)N2CCN(C(=O)c3ccc(-n4cncn4)c([N+](=O)[O-])c3)CC2)cc1	4%	3.2	44	0%
CCN(C[C@H]1N[C@@](CC)(C(=O)OC)[C@H]2C(=O)N(Cc3ccccc3)C(=O)[C@@H]12)S(=O)(=O)c1ccc(OC(F)(F)F)cc1	-10%	0.5	53	0%	Dengue-2 NS5 capping pilot replicate=1.2
O=C(Cc1c(F)cccc1Cl)OCC(=O)N1CCc2ccccc21	5%	0.3	56	1%
Cc1ccc(CNC(=O)c2cc(S(=O)(=O)N3CCCCC3)ccc2N2CCOCC2)cc1	12%	0.7	72	1%
CC1CCC(C#N)(N(C)C(=O)CSc2nnc(C3CC3)n2C2CC2)CC1 (stereo not drawn)	6%	-0.4	60	-1%
CCOC(=O)C1CCN(C(=O)COC(=O)c2c(C)c(CC)nc3ccccc23)CC1	8%	2.0	45	0%
O=C(C[C@H]1C/C=C/CC[C@@H](Cc2ccc(F)cc2)C(=O)O[C@@H](c2ccccc2)CNC1=O)NCCO	5%	-1.8	58	5%
COc1ccc(-c2oc(=O)c3cc(OC)c(OC)cc3c2C#CC2(O)CCCCC2)cc1	9%	8.0	69	0%
O=C1CC(c2ccccc2)CC(=O)N1c1ccc(C(F)(F)F)cc1	2%	0.2	66	-2%
O=C(NCc1ccccc1CN1CCCC1)C1CCN(S(=O)(=O)c2ccc(Cl)cc2)CC1	0%	3.0	60	-4%
O=C(COc1ccccc1F)OCC(=O)c1ccc([N+](=O)[O-])cc1	9%	2.8	65	-2%
O=C(COc1ccc(-c2ccccc2)cc1)Nc1cccnc1	4%	-1.3	46	-10%
COc1ccc(OC)c(C(=O)COC(=O)c2[nH]c(C)c(C(C)=O)c2C)c1	6%	-1.2	79	-1%
CC(NC(=O)c1ccco1)C(=O)O (stereo not drawn)	4%	1.9	52	-1%
COc1ccc(CCNC(=O)CSCC(=O)Nc2cc(S(C)(=O)=O)ccc2Cl)cc1	1%	0.5	53	-10%
CCN(CC(=O)NCc1ccc(F)cc1)S(=O)(=O)c1ccc(Cl)s1	2%	0.2	53	-4%
COc1cc2cc(CCCOC(=O)c3ccco3)oc(=O)c2cc1OC	-2%	-1.1	73	1%
CCN(C(=O)CN1C(=O)NC(c2ccccc2)(c2ccc(C)c(C)c2)C1=O)C1CCS(=O)(=O)C1 (stereo not drawn)	3%	17	52	-1%
NS(=O)(=O)c1ccc(CCNC(=O)CCNS(=O)(=O)c2ccccc2C(F)(F)F)cc1	3%	7.7	42	0%
COc1ccc(NS(=O)(=O)c2cc(NS(=O)(=O)c3cccs3)ccc2C)cc1	2%	0.0	59	-2%
CC(=O)c1cccc(S(=O)(=O)Nc2ccccc2N2CCOCC2)c1	4%	0.5	52	-2%
O=C(COc1ccc(Cl)cc1Cl)Nc1cccc(-c2ccc(N3CCOCC3)nn2)c1	4%	1.2	56	-6%
COc1ccc(-c2ccc3c(c2)S(=O)(=O)c2cccc(C(=O)NCc4ccccc4Cl)c2C3=O)cc1OC	9%	0.0	50	8%
O=C(O)c1cccc(OS(=O)(=O)c2cc(Br)ccc2Br)c1	7%	-2.5	70	3%
NC(=O)c1ccc(NC(=O)CSc2nnc(-c3ccc4c(c3)OCO4)o2)cc1	9%	-0.4	87	5%
CCN(CC(=O)Nc1ccccc1C(F)(F)F)C(=O)C1CCN(C(=O)Nc2ccccc2)CC1	4%	-2.4	38	-13%
C=C[C@@H]1c2ccccc2N(S(=O)(=O)c2ccc(C)cc2)[C@H](c2ccccc2C(F)(F)F)C1(C#N)C#N	11%	1.0	54	0%
CCN(CC(=O)Nc1c(F)cccc1F)C(=O)Cc1ccc(S(=O)(=O)N2CCOCC2)s1	-1%	-0.5	49	1%
O=C(c1cnn(C(=O)CN2CCCC2=O)c1)c1ccccc1O	4%	0.7	40	-8%
CC1CCN(C(=O)COC(=O)c2ccc(N3CCCC3=O)cc2)CC1	2%	-0.2	59	-11%
CCCC(C(=O)NNC(=O)c1ccncc1)c1ccccc1 (stereo not drawn)	4%	-1.0	58	-15%
COc1cc(/C=C/C(=O)OCC(=O)NNC(=O)c2cc(Cl)ccc2OC)ccc1O	61µM*	0.4	61	1%
Cc1nc(-c2ccc(F)cc2)c(CC(=O)N2CCN(S(=O)(=O)c3cccc([N+](=O)[O-])c3)CC2)s1	-2%	4.6	40	-28%
Cc1cccc(-c2oc3ccc(-c4ccc5c(c4)OCO5)cc3c2C#Cc2cncn2C)c1	1%	13	55	-1%
